KCNK3 inh: human KCNK3 channel inhibition, primary screen | B-score at 10 µM | O14649 | hit rate 0.84% among 340,000 | CHO-KCNK3 thallium flux, FluxOR fluorescence; hits give low values;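 active = B-score under library mean minus 4 SD, starting fluorescence ratio at most library mean plus 5 SD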;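 note: more negative B-score means stronger inhibition of thallium flux through KCNK3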
Target sequence (O14649 whole entry, looked up): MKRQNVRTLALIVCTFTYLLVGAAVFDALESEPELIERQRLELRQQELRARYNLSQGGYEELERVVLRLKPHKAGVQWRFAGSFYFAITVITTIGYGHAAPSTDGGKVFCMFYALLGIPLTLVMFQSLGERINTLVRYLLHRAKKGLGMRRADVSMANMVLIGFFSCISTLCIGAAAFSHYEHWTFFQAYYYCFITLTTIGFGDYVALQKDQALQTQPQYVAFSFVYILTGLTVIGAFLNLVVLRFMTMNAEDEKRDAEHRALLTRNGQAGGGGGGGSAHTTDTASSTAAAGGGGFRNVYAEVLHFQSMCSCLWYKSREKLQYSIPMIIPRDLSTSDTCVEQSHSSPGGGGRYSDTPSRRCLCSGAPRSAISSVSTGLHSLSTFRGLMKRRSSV
TRPC4 block: TRPC4 (mouse) channel inhibition; hit rate 0.39% among 300,000; B-score at 10 µM; Q9QUQ5; HEK293 TRPC4beta/mu-opioid, DAMGO-evoked Fluo4 calcium flux; hits give low values;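 active = B-score over 3 SD under the library average, no early fluorescence shift, positive overall ratio signal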
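Test system – stable TRPC4beta/mu-opioid receptor HEK293 cells · Probe or stimulus – DAMGO, a submaximal dose followed by a maximal one · Dosing – one concentration per compound · Signal – Fluo4 calcium fluorescence by kinetic imaging, 5 s 1 Hz baseline · Evaluation – per-well B score of integrated baseline-normalized Fluo4 ratio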
KCNK9 block: inhibitors of human KCNK9 two-pore domain potassium channel; hit rate 1.2% among 310,000; Q9NPC2; B-score at 10 µM; HEK293 KCNK9, FluxOR thallium flux fluorescence; hits give low values; AID 488922;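 active = ratio B-score over 3 SD below the library mean, with starting fluorescence within 5 SD of its mean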;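 note: negative B-score means less thallium flux so channel inhibition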
PolyA inh: yeast polyadenylation inhibition | S. cerevisiae SKY197-pL101 polyadenylation reporter, beta-gal luminescence; efflux-impaired pdr1/pdr3 knockout yeast; score 100 = 6 SD above DMSO | calls only at 12 µM | hit rate 0.02% among 300,000 | AID 1875;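 active = lowest replicate activity score at least 50, where 100 means six control SD above control mean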;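 note: yeast exposed to compound for 9 h at 30 °C; higher score means more reporter readthrough which indicates perturbed polyadenylation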
KCNQ1 act: potentiators or activators of human KCNQ1 potassium channel; P51787; CHO-K1 KCNQ1, thallium flux FluxOR fluorescence; hits give high values; B-score at 10 µM; hit rate 0.35% among 310,000; AID 2648;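 active = fluorescence ratio B-score, a plate-corrected score, at least three library SD, with initial intensity B-score within 5 SD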
Target sequence (P51787 whole entry, looked up): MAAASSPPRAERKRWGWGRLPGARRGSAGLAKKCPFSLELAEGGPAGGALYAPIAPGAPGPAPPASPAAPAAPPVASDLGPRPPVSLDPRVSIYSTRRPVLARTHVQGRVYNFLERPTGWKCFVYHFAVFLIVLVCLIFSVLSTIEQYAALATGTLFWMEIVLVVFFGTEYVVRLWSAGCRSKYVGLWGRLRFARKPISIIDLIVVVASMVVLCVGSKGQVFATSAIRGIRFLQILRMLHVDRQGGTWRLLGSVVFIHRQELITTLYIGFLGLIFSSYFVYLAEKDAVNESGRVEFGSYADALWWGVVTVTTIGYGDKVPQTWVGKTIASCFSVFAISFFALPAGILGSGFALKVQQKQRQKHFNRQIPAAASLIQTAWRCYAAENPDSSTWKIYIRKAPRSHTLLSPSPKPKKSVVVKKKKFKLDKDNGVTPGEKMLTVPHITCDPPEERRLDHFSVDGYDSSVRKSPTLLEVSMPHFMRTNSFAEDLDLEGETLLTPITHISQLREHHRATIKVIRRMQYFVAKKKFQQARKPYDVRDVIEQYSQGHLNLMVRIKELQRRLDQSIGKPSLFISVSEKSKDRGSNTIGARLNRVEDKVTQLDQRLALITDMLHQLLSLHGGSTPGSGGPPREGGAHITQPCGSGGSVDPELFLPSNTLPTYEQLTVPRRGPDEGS
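Schedule – 37 °C overnight plating, 90-min dark dye load, 20-min compound pretreatment · System – stable KCNQ1 CHO-K1 line · Probe or stimulus – thallium- and potassium-containing depolarizing buffer · Measured by – kinetic FluxOR fluorescence, 10 s baseline plus 110 s post-stimulus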
Platelet DG rel: platelet dense granule release activity; human platelet-rich plasma, SFLLRN dense granule ATP release, luminescence; hit rate 0.22% among 300,000; inhibition, %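 (compounds screened at 7.5 µM in platelet-rich plasma)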;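 active = mean replicate score, as percent of positive control, at or above 50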
hERG protect: hERG (human) protection from proarrhythmic block | hit rate 0.51% among 310,000 | activation (rescue from dofetilide block), less the hit threshold, % at 10 µM | CHO-hERG, FluxOR thallium flux, dofetilide IC70 present | AID 1511;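 active = activation above the mean of controls blocked by dofetilide plus 5 SD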;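 note: thallium influx through hERG after potassium depolarization seen as dye fluorescence rise; in these data hits start at about 4.7%; inactives centre near -7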
TRPC4 act: opens the mouse TRPC4 cation channel | Q9QUQ5 | HEK293 TRPC4beta/mu-opioid, Fluo4 calcium fluorescence; hits give high values | B-score at 10 µM | hit rate 0.49% among 310,000 | AID 2237;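 active = B-score above 5 SD of library B-scores, and initial fluorescence ratio not above library mean plus 5 SD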;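 note: positive B-score marks a calcium rise read as TRPC4 activation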
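Incubation: 45 min room-temperature Fluo4 loading, 110 s read / System: HEK293 cells stably co-expressing mouse TRPC4beta and mu-opioid receptor / Signal: Fluo4 fluorescence, kinetic / Control set: buffer (low) and maximal DAMGO (high) / Measure: integrated baseline-normalised fluorescence ratio, converted to per-well B score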
TRPC4 PAM: TRPC4 (mouse) allosteric potentiation | Q9QUQ5 | HEK293 TRPC4beta/mu-opioid, DAMGO EC20, Fluo-4 Ca2+ flux; hits give high values | B-score at 10 µM | hit rate 0.42% among 310,000;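 active = B-score of calcium response area above 5 SD of library B-scores, with initial fluorescence ratio within 5 SD of library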;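 note: B-score of integrated fluorescence ratio over time as area under calcium response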
KCNQ1 block: blocks the human KCNQ1 potassium channel. P51787. CHO-K1 KCNQ1, FluxOR thallium flux fluorescence; hits give high values. B-score at 10 µM. hit rate 1.3% among 310,000. AID 2642;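 active = compounds whose thallium flux B-score, printed positive for inhibition, exceeds three library SD while starting fluorescence stays within three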;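 note: channel opened by potassium depolarization with thallium stimulus after 20 min compound exposure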
Dyrk1A ADPGlo: Dyrk1A (rat) kinase inhibition; ADP-Glo luminescence, NFATc1 peptide; inhibition, % at 12.5 µM; Q63470; hit rate 0.43% among 310,000; in the data active = inhibition above about 50%;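 note: plate controls were vehicle with enzyme for no effect and no enzyme for full effect; many of its hits are not listed in these tables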
An asterisk follows results filed as active; i = inactive; · = no result given.

SMILES | KCNK3 inh | TRPC4 block | KCNK9 block | PolyA inh | KCNQ1 act | Platelet DG rel | hERG protect | TRPC4 act | TRPC4 PAM | KCNQ1 block | Dyrk1A ADPGlo
O=C(Oc1cccc(Nc2ncnc3ccccc23)c1)c1cccnc1 | i | i | i | i | i | 12 | -19 | i | i | i | 32
COc1ccccc1CCN=C(N)NS(=O)(=O)c1cc(F)ccc1F | i | i | i | i | i | 2 | -10 | i | i | i | -5
COc1ccc(CN2CCN(CCc3ccccc3)C(CCO)C2)c(O)c1 (configuration not stated) | i | i | i | i | i | -1 | -6 | i | i | i | 7
COc1ccc(NC(=O)NNC(=O)CCc2ccc(O)c(O)c2)cc1OC | i | i | i | · | i | -3 | -3 | i | i | i | 1
N#CCSc1nnc2sc3ccccc3n12 | i | i | i | i | i | 20 | -10 | i | i | i | 8
COc1ccc(CN=Cc2c(O)[nH]c3ccccc23)cc1 | i | i | i | i | i | 3 | -7 | i | i | i | 3
COc1ccc2c(c1)c(C(=O)OCCN(C)C)c(C)n2C | i | i | i | i | i | 3 | -6 | i | i | i | 6
CCn1cc(S(=O)(=O)Nc2ccc(C)c(Cl)c2)cn1 | i | i | i | i | i | -2 | -5 | i | i | i | -4
O=C1CSC(c2cccc(Cl)c2Cl)N1c1ccccn1 (configuration not stated) | i | i | i | i | i | -9 | -5 | i | i | i | -43
COc1ccccc1C(=O)NNC(=S)NC(=O)c1cccs1 | i | i | i | i | 10* | 0 | -19 | 137* | i | i | 0
CCOC(=O)c1sc(NC(=S)NC(=O)C2CCCC2)cc1C | i | i | i | i | i | -9 | -11 | i | i | i | -4
O=C(Cc1ccc(F)cc1)NC1CCS(=O)(=O)C1 (configuration not stated) | i | i | i | i | i | 4 | -10 | i | i | i | -3
O=C(NC1CCCC1)C(c1ccc(F)cc1)N(Cc1ccc(F)cc1)C(=O)c1ccn[nH]1 (configuration not stated) | i | i | i | i | i | 2 | -8 | i | i | i | -9
CC[N+]1(CC)CC2=Cc3c(ccc4ccccc34)C(C)C2C1 (configuration not stated) | i | i | i | i | i | 4 | -8 | i | i | i | 6
CSc1ccccc1NC(=O)CN(C)Cc1cc(=O)n2ccsc2n1 | i | i | i | i | i | -3 | 3 | i | i | i | -1
Cc1ccc(OCC(=O)NC(C)c2ccc(Cl)c(Cl)c2)c([N+](=O)[O-])n1 (configuration not stated) | i | i | i | i | i | -1 | -7 | i | i | i | 1
N#Cc1cc([N+](=O)[O-])ccc1NCCc1ccccn1 | i | i | i | i | i | 24 | 3 | i | i | i | ·
Cc1cc(NC(=O)c2ccccc2[N+](=O)[O-])ccc1Br | i | i | i | i | i | -4 | -8 | i | i | i | -2
Cc1nnc(SCc2ccc(F)cc2Cl)s1 | i | i | i | i | i | -3 | -10 | i | i | i | 2
COc1cc(OC)cc(C(=O)Nn2c(C)nc3ccccc3c2=O)c1 | i | i | i | i | i | -4 | -10 | i | i | i | ·
CCOc1ccc(CN(C)C(=O)c2ccc(NC(=O)CC3SC(N4CCCC4)=NC3=O)cc2)cc1 (configuration not stated) | i | i | i | i | i | -1 | -16 | i | i | i | 1
CCOC(=O)C1C(=O)NC(N2CCCCC2)=NC1c1ccco1 (configuration not stated) | i | i | i | i | i | 7 | -8 | i | i | i | -5
CCn1cc(CN(C)S(=O)(=O)c2cccc([N+](=O)[O-])c2)cn1 | i | i | i | i | i | 0 | -6 | i | i | i | -2
CC(C)Sc1nnc(NC(=O)c2ccco2)s1 | i | i | i | i | i | 1 | -9 | i | i | i | 0
CCc1ccc(CN(Cc2cccnc2)C(=O)/C=C/c2ccc(OC)cc2)cc1 | i | i | i | i | i | 13 | -14 | i | i | i | 0

Some entries already given, limited to KCNQ1 act:
molecule,KCNQ1 act
COc1cc(OC)cc(C(=O)Nn2c(C)nc3ccccc3c2=O)c1,i
O=C1CSC(c2cccc(Cl)c2Cl)N1c1ccccn1 (configuration not stated),i

Next part:
SMILES | KCNK3 inh | TRPC4 block | KCNK9 block | PolyA inh | KCNQ1 act | Platelet DG rel | hERG protect | TRPC4 act | TRPC4 PAM | KCNQ1 block | Dyrk1A ADPGlo
Cc1cccnc1NCC(O)COc1ccccc1 (configuration not stated) | i | i | i | i | i | 1 | -11 | i | i | i | 0
COc1ccc(C=O)cc1CN1CCCN(Cc2ccc(Cl)cc2)S1(=O)=O | i | i | i | i | i | -5 | -3 | i | i | i | -8
N#CC1=C(Nc2ccc(Br)cc2)CCC1 | i | i | i | i | i | 1 | -14 | i | i | i | 5
O=C(CSc1nnc(-c2cccnc2)o1)Nc1ccccc1Br | i | i | i | i | i | 3 | -3 | i | i | i | -1
COc1ccc(-c2nc3nc(C)cc(C)n3n2)cc1 | i | i | i | i | i | 8 | -11 | i | i | i | -1
COc1ccccc1NC(=O)CCc1nc(-c2ccccc2F)no1 | i | i | i | · | i | 12 | -6 | i | i | i | -3
COc1ccc(-c2csc3nc(C)nc(N4CCN(c5ccc(C(C)=O)cc5)CC4)c23)cc1OC | i | i | i | i | i | 0 | -13 | i | i | i | -6
COc1cccc2c1C(=O)C[C@]1(CCCC[C@@H]1C)O2 | i | i | i | i | i | 2 | -10 | i | i | i | 8
CCOC(=O)c1c(CSc2ccccc2)oc2ccc(O)cc12 | i | i | i | i | i | 3 | -4 | i | i | i | -5
CCN(CC)C(=O)C1CC(c2ccc(OC)cc2)=NO1 (configuration not stated) | i | i | i | i | i | 8 | -3 | i | i | i | -1
Cc1cc(=O)n2[nH]c(NCc3ccccc3F)nc2n1 | i | i | i | · | i | 1 | -6 | i | i | i | -3
C=CCNC(=S)N/N=C/c1ccc(-c2ccc(OC)cc2)o1 | i | i | i | i | i | -1 | -18 | i | i | i | 12
O=C(Cc1cccs1)N/N=C\c1ccc(O)cc1 | i | i | i | i | i | -7 | -9 | i | i | i | 22
O=C(OCC(=O)N1c2ccccc2Sc2ccccc21)C1CC(=O)N(Cc2ccco2)C1 (configuration not stated) | i | i | i | i | i | -6 | -12 | i | i | i | 6
CC(C)COC(=O)NCCOC(=O)Nc1cccc(Cl)c1 | i | i | i | i | i | -4 | -13 | i | i | 8* | 4
O=C(NCc1nc2ccccc2[nH]1)C1=C[C@H](c2ccc3c(c2)OCO3)C[C@H](OCc2ccc(CO)cc2)O1 | i | i | i | i | i | -3 | -8 | i | i | i | 7
COc1ccc(CCNc2ccc(S(=O)(=O)N3CCCC3)cc2[N+](=O)[O-])cc1 | i | i | i | i | i | 8 | -6 | i | i | i | 9
COc1cc(OC)c(NC(=O)c2csc(C)c2)cc1Cl | i | i | i | i | i | -26 | -6 | i | i | i | ·
CCOc1ccc(-n2ccnc(SCC(=O)Nc3ccc(OC)cc3OC)c2=O)cc1 | i | i | i | i | i | 1 | -3 | i | i | i | -3
Cc1ccc(CNC(=O)c2ccc3nc4[nH]c5ccccc5c4nc3c2)cc1 | · | i | i | i | i | -2 | -8 | i | i | i | ·
CC1(c2ccccc2Cl)NC(=O)N(CC(=O)Nc2cccnc2Cl)C1=O (configuration not stated) | i | i | i | i | i | 1 | -19 | i | i | i | -9
COc1ccc(NC(=O)c2cc(C)n(Cc3cccs3)c2C)cc1 | i | i | i | i | i | -34 | -4 | i | i | i | 0
COc1cccc(CC2(CO)CCN(S(=O)(=O)N(C)C)CC2)c1 | i | i | i | i | i | 4 | -47 | i | i | i | 7
Cc1ccc(S(=O)(=O)Nc2ccc3nc(C)sc3c2)cc1 | i | i | i | i | i | -1 | -10 | i | i | i | -5
Cn1ccc(NC(=O)Nc2cccc([N+](=O)[O-])c2)n1 | i | i | i | i | i | 1 | -12 | i | i | 6* | 3
(list continues)
SMILES | KCNK3 inh | TRPC4 block | KCNK9 block | PolyA inh | KCNQ1 act | Platelet DG rel | hERG protect | TRPC4 act | TRPC4 PAM | KCNQ1 block | Dyrk1A ADPGlo
CC(C)Oc1ccc(CC(=O)NNC(=S)Nc2ccc(Br)cc2)cc1 | i | i | i | i | i | 14 | -20 | i | i | i | -7
Cc1ccccc1NC(=O)c1cc2c(C)nc3ccccc3c2o1 | i | i | i | i | i | 2 | -13 | i | i | i | -10
Cc1ccc(NS(=O)(=O)c2ccc(OCC(=O)NCc3cccnc3)cc2)cc1 | i | i | i | i | i | 7 | -11 | i | i | i | 0
COc1ccc(-c2csc(N(CC3CCCO3)C(=O)c3cccs3)n2)cc1 (configuration not stated) | -10* | i | i | i | i | 10 | -14 | i | i | i | -18
Cc1ccc(CNC(=O)C2CCN(S(=O)(=O)N3CC(C)CC(C)C3)CC2)cc1 (configuration not stated) | i | i | i | i | i | -3 | -7 | i | i | i | -7
O=C(NC1CCCCCC1)C1CCN(C(=O)Cc2ccccc2)CC1 | i | i | i | i | i | 4 | -10 | i | i | i | 4
c1ccc(C2=Nc3ccccc3OC2)cc1 | i | i | i | i | i | 2 | -12 | i | i | i | -4
COc1ccc(Cl)cc1S(=O)(=O)N(C)CC(=O)NCc1ccccn1 | i | i | i | i | i | 3 | -5 | i | i | i | 0
CC(C)Oc1c(Cl)cc(CNC(C)(C)CO)cc1Cl | i | i | i | i | i | -8 | 4 | i | i | i | -7
CCOC(=O)c1nn(-c2ccc(F)cc2)c(=O)c(C#N)c1C | i | i | i | i | i | -1 | -6 | i | i | i | 3
COc1cccc2[nH]c3c(=O)[nH]cnc3c12 | i | i | i | i | i | -20 | -8 | i | i | i | 27
CCOC(=O)c1c([N+](=O)[O-])c(C)[nH]c(=O)c1C#N | i | i | i | i | i | 3 | -2 | i | i | i | -2
CCCNC(=O)COCc1cc(-c2ccc3c(c2)OCO3)on1 | i | i | i | i | i | -4 | -3 | i | i | i | 2
O=C(N[C@@H](Cc1ccccc1)C(=O)OCc1ccccc1)c1nc[nH]c1C(=O)NCc1ccccc1 | i | i | i | i | i | -5 | -7 | i | i | i | 0
Cc1ccc(NC(=S)NCc2cccnc2)cc1 | i | i | i | i | i | -9 | -9 | i | i | i | -1
CN(CCCCOc1ccc(F)cc1)Cc1ccccc1 | i | i | i | i | i | 2 | -3 | i | i | i | -10
Cc1cccc(C(=O)Nc2cccc(C(=O)N/N=C/c3ccncc3)c2)c1 | i | i | i | i | i | -1 | -6 | i | i | i | 1
Cn1c(CCN2CCN(c3ccccn3)CC2)nc2cc(NS(=O)(=O)c3ccccc3)ccc21 | i | i | i | i | i | -1 | -14 | i | i | i | 0

An excerpt. The share of hits here may be higher or lower than overall.
